Screens (PubChem BioAssay)
UBC13 inh – UBC13 polyubiquitin chain formation inhibitors, primary screen, biochemical, TR-FRET, uHTS; inhibition, % at 20 µM; Ubiquitin-conjugating enzyme E2 N (Homo sapiens), P61088; hit rate 0.47% among 330,000; in the data active means inhibition above about 45%, passing the limit was not always enough
Target sequence (P61088 whole entry, looked up): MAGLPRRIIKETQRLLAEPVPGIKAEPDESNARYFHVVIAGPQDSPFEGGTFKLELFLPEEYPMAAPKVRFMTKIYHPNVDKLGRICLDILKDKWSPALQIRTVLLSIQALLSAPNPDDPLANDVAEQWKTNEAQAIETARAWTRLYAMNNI
Gli-Sufu antag – Gli-Sufu pathway antagonists, primary screen, luciferase luminescence, Sufu-KO-LIGHT cells, uHTS; AID 588413, 2011; hit rate 0.74% among 340,000; inhibition, % at 5 µM; Sufu-KO-LIGHT fibroblasts, Gli luciferase reporter luminescence;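 active means inhibition above about 55%, limit read from the data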;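 further: 0% = DMSO-treated cells and 100% = wells with medium but no cells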
SENP8 inh – SENP8 protease inhibitors, primary screen, biochemical, luminescence; Sentrin-specific protease 8 (Homo sapiens), Q96LD8; purified SENP8, Z-RLRGG-aminoluciferin cleavage; inhibition, % at 10 µM; hit rate 1.2% among 330,000; AID 2540, 2010
Target sequence (Q96LD8 whole entry, looked up): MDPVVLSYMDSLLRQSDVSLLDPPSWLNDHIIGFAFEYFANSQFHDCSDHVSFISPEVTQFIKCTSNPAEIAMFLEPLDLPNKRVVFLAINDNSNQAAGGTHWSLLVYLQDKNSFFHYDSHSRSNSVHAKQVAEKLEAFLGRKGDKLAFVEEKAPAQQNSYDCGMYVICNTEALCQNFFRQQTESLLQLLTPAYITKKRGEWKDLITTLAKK
Apaf1 inhib – inhibitors of human Apaf-1 apoptosome, primary screen, biochemical, DEVD-Rh110 fluorescence, uHTS; Apoptotic protease-activating factor 1 (Homo sapiens), O14727; reconstituted apoptosome caspase-3 activity; inhibition, % at 20 µM; hit rate 0.71% among 330,000; active means inhibition of at least 40% at 20 µM;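 further: plate controls were DMSO wells for no effect and DEVD-CHO caspase inhibitor wells for full effect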
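Assay system – apoptosome proteins · Medium – Hepes buffer, pH 7.5 · Also added – cytochrome c with DEVD-Rh110 · Timing – 30 min compound preincubation, 50 min activation, room temperature · Detection – Rh110 fluorescence, excitation 480 nm, emission 540 nm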
HKDC1 inhibitor – HKDC1 hexokinase inhibitors, primary screen, biochemical, fluorescence, uHTS; Q2TB90; recombinant HKDC1, G6PDH/diaphorase resazurin coupled fluorescence; inhibition, % at 20 µM; hit rate 0.16% among 340,000;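 active means inhibition above about 35% when tested at 20 µM, limit read from the data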;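 further: plate controls were DMSO wells with enzyme for no effect and DMSO wells lacking enzyme for full effect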
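Test system: recombinant HKDC1 (HK5) hexokinase enzyme, produced in-house; Amount: enzyme 5 µg/mL final; Buffer or medium: Tris pH 8.0 buffer with MgCl2, Tween-20, BSA, BME; Reagent: glucose and ATP substrates; Doses: 20 µM test compound, 1% DMSO; Incubation: 90 min reaction incubation at room temperature, dark; Detection: resorufin fluorescence at 613 nm.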
697 NFkB inh – inhibitors of PMA/ionomycin-induced NF-kB reporter, 697 cells, primary screen, B-cell NF-kB inhibitor project, cell-based, luminescence, uHTS. AID 435022, 2010. hit rate 0.33% among 330,000. inhibition, % at 4 µM. 697 B-cell NF-kB luciferase reporter, 16 h; in the data active means inhibition above about 35%
Jurkat NFkB inh – inhibitors of induced NF-kB luciferase reporter, primary screen, TCR NF-kB activation inhibitor project, cell-based, luminescence, uHTS | Jurkat, PMA/ionomycin-induced NF-kB luciferase reporter | inhibition, % at 4 µM | hit rate 0.53% among 330,000
SENP7 inh – SENP7 protease inhibitors, primary screen, biochemical, luminescence, uHTS; Sentrin-specific protease 7 (Homo sapiens), Q9BQF6; recombinant SENP7, Z-RLRGG-aminoluciferin luminescence, 40 min; inhibition, % at 5 µM; hit rate 1.5% among 330,000; AID 434973, 2010;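 active means inhibition above about 50% at the single test dose, limit read from the data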;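 further: plate controls were DMSO with enzyme for no effect and no enzyme buffer wells for full effect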
Target sequence (Q9BQF6 706-1050 limits assumed): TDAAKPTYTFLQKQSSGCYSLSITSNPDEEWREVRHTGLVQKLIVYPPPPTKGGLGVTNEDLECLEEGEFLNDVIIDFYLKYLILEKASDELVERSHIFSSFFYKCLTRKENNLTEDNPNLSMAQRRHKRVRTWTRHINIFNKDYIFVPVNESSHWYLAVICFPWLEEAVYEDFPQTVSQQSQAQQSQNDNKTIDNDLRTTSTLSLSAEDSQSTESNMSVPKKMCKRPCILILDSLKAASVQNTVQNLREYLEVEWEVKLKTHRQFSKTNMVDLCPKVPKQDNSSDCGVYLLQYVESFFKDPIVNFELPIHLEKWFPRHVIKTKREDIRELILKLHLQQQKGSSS
The depositor's hits bear a star; · = no result given. Unless noted, no stated cut-off is given here; in the data, active means inhibition above about 50%; inactive means the rest.

SMILES	UBC13 inh	Gli-Sufu antag	SENP8 inh	Apaf1 inhib	HKDC1 inhibitor	697 NFkB inh	Jurkat NFkB inh	SENP7 inh
CCOC(=O)Cn1c(-c2ccccn2)nc2ccccc21	6	3	1	-2	-5	18	10	2
Cc1nc(NS(=O)(=O)c2ccccc2)sc1C(=O)NNS(=O)(=O)c1ccccc1	-1	5	-4	0	-3	0	-3	0
CC(=O)Nc1ccc(C(=O)N/N=C/c2ccccc2OCc2ccccc2)cc1	-5	3	1	4	-2	2	25	-12
COc1ccc(OC)c(NC(=O)C23CCC(C)(C(=O)O2)C3(C)C)c1 (configuration not stated)	-3	6	-3	3	0	-4	-10	4
CCCCNC(=O)CSc1nc2cc3c(cc2c(=O)n1CCCC(=O)NCCc1ccc(OC)c(OC)c1)OCO3	-4	26	0	-10	-2	8	-8	6
CCN(C(=O)CSc1nc2scc(-c3ccccc3)c2c(=O)n1C)C1CCS(=O)(=O)C1 (configuration not stated)	-2	4	-14	15	-4	-8	-12	0
O=C(Nc1ccc(-c2noc(-c3ccccc3F)n2)cc1)c1cccs1	14	-63	-5	-15	-7	-119	-52	6
N=c1ccn(CC(=O)c2ccc(-c3ccccc3)cc2)cc1	1	82*	-8	6	-6	10	58*	4
COc1ccc(C2OC(=O)CC2C(=O)NCc2ccc(F)cc2)cc1OC (configuration not stated)	-7	6	-8	2	-6	-3	-7	1
O=C(CCc1nc2ccccc2c(=O)[nH]1)OCC(=O)c1ccc(C2CCCCC2)cc1	16	3	0	-5	-1	17	6	6
COc1cc(-c2ccc(NC(=O)NC3CC3)c(OC)c2)ccc1NC(=O)NC1CC1	8	·	0	0	·	-299	-32	6
CCC(=O)N1CCc2cc(Br)cc(S(=O)(=O)CC(=O)OC)c21	-4	2	-5	0	-3	7	-10	15
CCCc1nc2ccc(NC(=O)NCCC(=O)OCC)cc2c(=O)n1Cc1ccc(Cl)cc1	13	-1	-12	26	1	-9	-3	4
Cc1ccc(C(=O)NC(=S)NCc2ccccc2)cc1Br	4	-1	4	0	4	-6	-5	4
CC(=O)N1C(C)c2ccccc2C(C)(C)CC12CCCCC2 (configuration not stated)	1	-2	0	18	-1	18	2	-3
COc1ccc(S(=O)(=O)N(C)C)cc1NC(=O)Cc1cccs1	39	6	-16	-4	-4	15	-5	-3
CCCC(CCC)=NNC(=O)c1ccccc1F	-3	·	-4	-2	0	-11	-17	-7
COc1cc(CCC(=O)Nc2cnc3ccccc3c2)cc(OC)c1OC	-2	6	-19	8	1	8	-7	-8
Cc1cc(NC(=O)CSc2nc(N)c(NC(=O)c3ccco3)c(=O)[nH]2)no1	-5	2	-2	-9	-2	5	-6	0
COC(=O)C1C2C=CC3(CN(CC4CCCO4)C(=O)C13)O2 (configuration not stated)	-10	8	-2	8	1	-29	-4	-3
COc1ccc(Nc2nc(N)c([N+](=O)[O-])c(NC3CCCCC3)n2)cc1	4	-13	-3	39	1	-1	-3	-4
NC(=O)C1(N2CCCCC2)CCN(C(=S)Nc2ccccc2)CC1	-13	-1	-11	5	-10	5	11	-6
O=C(CSc1cccc2cccnc12)N/N=C/c1cccnc1	-16	71*	5	8	-53	-21	-7	9
CC(=O)N1CCc2cc(S(=O)(=O)NCCC(=O)N3CCc4ccccc4C3)ccc21	7	10	2	13	-7	11	-2	6
COc1cc(/C=C/C(=O)OCC(=O)N2CCCC2)cc(OC)c1OC	8	-4	5	-4	-1	17	11	8
CCOC(=O)C1Nc2ccc(C(F)(F)F)cc2C2C=CCC12 (configuration not stated)	-43	-6	-1	8	1	18	4	0
CCOC(=O)c1sc(NC(=S)NC(=O)c2cccc(Cl)c2)c(C(=O)OCC)c1C	-2	3	-1	7	-5	2	-2	4
COc1ccc2nc(NC(=O)C3CCN(S(=O)(=O)c4cccc5nsnc45)CC3)sc2c1	-1	19	-2	12	6	-49	12	5
Cc1onc(C(=O)N2CCN(c3ccccc3F)CC2)c1-c1ccccc1Cl	5	13	0	5	-8	-3	-4	-7
OC1CCC(Nc2ncnc3sccc23)CC1 (configuration not stated)	7	0	5	-12	0	3	-8	-2
CCN(c1ccccc1)S(=O)(=O)c1ccc(Cl)c(NC(=O)c2ccc(=O)[nH]n2)c1	-5	-5	2	2	0	9	5	9
O=C(Oc1cccc([N+](=O)[O-])c1)C1CCN(C(=O)c2ccc(F)cc2)CC1	-1	-6	7	8	-4	4	6	-3
CC(Sc1ccccc1)C(=O)NN=C1CCCC1 (configuration not stated)	-3	-14	0	-2	-12	-32	-1	5
CC(c1ccccc1)N1CCn2c(nc3cc(NS(C)(=O)=O)ccc32)C1 (configuration not stated)	1	7	2	4	-7	5	-11	23
COc1cc(NC(=O)COC(=O)CO/N=C(\C)c2ccc3c(c2)OCO3)cc(OC)c1	17	-6	-2	-10	5	8	-4	3
COc1cc(C(=O)OCC(=O)Nc2cc(S(=O)(=O)N3CCOCC3)ccc2C)ccc1OCC(C)C	-2	-5	-3	18	1	15	-3	3
CCCC(c1nnnn1Cc1ccccc1)N1CCN(c2ccccc2OC)CC1 (configuration not stated)	-12	2	-7	20	0	-12	-10	-8
COc1cccc(CN(C)C(=O)Cc2c[nH]c3ccccc23)c1OC	0	4	1	15	3	1	-14	10
CCN(CCO)C1CC(=O)N(c2ccccc2C)C1=O (configuration not stated)	7	-1	-5	-12	-10	17	5	2
CCOc1ccc(-n2ccc(=O)c(C(=O)Nc3ccc(S(=O)(=O)N4CCOCC4)cc3)n2)cc1	9	-7	-4	7	-2	-15	2	5
CC(=O)C1=C(O)C(=O)N(c2ccc(O)cc2)C1c1ccc(Cl)cc1 (configuration not stated)	5	-3	9	0	-3	7	5	-18
Cc1ccc(Cl)cc1N1CCN(C(=O)c2ccc(NS(=O)(=O)c3c(C)noc3C)cc2)CC1	-26	-1	-5	30	6	-25	-10	-6
Cn1c(SCC(=O)Nc2ccccc2F)nnc1-c1cccs1	2	43	4	-3	4	-4	-8	5
COc1ccc(C(=O)Nc2c(O)ccc3ccccc23)cc1	-15	-8	4	21	25	3	-23	7
COc1ccc(C2CC(c3ccccc3)=NN2C(=O)COC(=O)c2cnc(Cl)c(Cl)c2)cc1 (configuration not stated)	2	-3	-3	8	7	12	5	-6
COc1ccc(NC(=O)CSc2nnc(-c3cc(C)[nH]n3)n2N)cc1	1	-10	2	-8	-6	-3	5	-4
COc1cccc(N(C(=O)c2snc(C(N)=O)c2N)C(C(=O)NCC2CCCO2)c2ccc(C)o2)c1 (configuration not stated)	34	4	-7	2	-4	10	3	6
Nc1c(Cl)cc(Cl)cc1C(=O)OCC(=O)N1CCOCC1	19	-2	1	7	-2	11	1	-5

Molecules listed so far that have a nitro group on carbon (two):
SMILES	UBC13 inh	Gli-Sufu antag	SENP8 inh	Apaf1 inhib	HKDC1 inhibitor	697 NFkB inh	Jurkat NFkB inh	SENP7 inh
COc1ccc(Nc2nc(N)c([N+](=O)[O-])c(NC3CCCCC3)n2)cc1	4	-13	-3	39	1	-1	-3	-4
O=C(Oc1cccc([N+](=O)[O-])c1)C1CCN(C(=O)c2ccc(F)cc2)CC1	-1	-6	7	8	-4	4	6	-3

Further results:
SMILES	UBC13 inh	Gli-Sufu antag	SENP8 inh	Apaf1 inhib	HKDC1 inhibitor	697 NFkB inh	Jurkat NFkB inh	SENP7 inh
O=C(CSc1nc2cc(Cl)ccc2o1)c1cccs1	-5	2	0	25	-3	-22	4	-6
CCOC(=O)c1c(N)sc(C(N)=O)c1C	16	2	-4	4	0	18	8	-4
CCc1nc(SCC(=O)Nc2ccc(Br)cn2)n[nH]1	-4	·	4	-1	·	-27	-3	-10
CC(C)C[C@H](NC(=O)N1CCn2c1nc1ccccc12)C(=O)NC1CCCCC1	-3	4	3	16	1	-1	1	-1
COC(=O)c1ccc(Oc2nc(SC)nc(N(C)C)n2)cc1	-2	7	3	9	1	-33	-21	-2
O=C(Nc1nnc(S(=O)(=O)N2CCCCCC2)s1)c1ccccc1Br	-3	11	5	10	1	11	-3	5
Cc1ccc(-n2[nH]c(C)c(/C=N/NC(=O)c3cccc([N+](=O)[O-])c3)c2=O)cc1C	-27	·	-6	25	·	-113	-7	-1
COc1cc(NC(=O)C2CCCN2C(=O)OCc2ccccc2)cc(OC)c1 (configuration not stated)	2	7	5	-2	-5	3	0	12
O=C(CC(c1ccccc1)c1ccccc1)Nc1nn[nH]n1	3	5	6	-6	-7	1	3	5
O=C(O)C1CCN(Cc2ccccn2)CC1	0	0	5	-11	-10	18	15	2
CC(=O)N1CCCc2cc(S(=O)(=O)NCCC3=CCCCC3)ccc21	3	20	7	9	-1	15	18	3
CCc1nc(Nc2ccc(O)cc2)c2oc3ccccc3c2n1	5	17	2	3	1	-11	-10	1

Compounds above that contain bromine:
SMILES	UBC13 inh	Gli-Sufu antag	SENP8 inh	Apaf1 inhib	HKDC1 inhibitor	697 NFkB inh	Jurkat NFkB inh	SENP7 inh
CCC(=O)N1CCc2cc(Br)cc(S(=O)(=O)CC(=O)OC)c21	-4	2	-5	0	-3	7	-10	15
Cc1ccc(C(=O)NC(=S)NCc2ccccc2)cc1Br	4	-1	4	0	4	-6	-5	4
CCc1nc(SCC(=O)Nc2ccc(Br)cn2)n[nH]1	-4	·	4	-1	·	-27	-3	-10
O=C(Nc1nnc(S(=O)(=O)N2CCCCCC2)s1)c1ccccc1Br	-3	11	5	10	1	11	-3	5

(continued)
SMILES	UBC13 inh	Gli-Sufu antag	SENP8 inh	Apaf1 inhib	HKDC1 inhibitor	697 NFkB inh	Jurkat NFkB inh	SENP7 inh
O=C(N/N=C/c1ccccc1C(F)(F)F)c1ccc2nc[nH]c2c1	-2	-52	-12	10	5	-17	-28	-23
C#CC[N+](C)(C)CC#Cc1ccc(Cl)cc1	3	-1	1	-2	-14	11	9	1
COc1cc(/C=N/NC(=O)CNC(=O)/C=C/c2ccco2)cc(OC)c1OC	-5	0	-2	13	-1	-6	12	2
COc1cc(SC)ccc1C(=O)NCCCOC(C)C	6	2	-12	-15	-4	2	-3	2
Cc1nc(Cl)sc1C(=O)Nc1ccc(C(C)(C)C)cc1	1	-30	60*	11	9	-113	-98	62*
C/C(=N\NC(=O)C1COc2ccccc2O1)c1ccc(N2CCOCC2)cc1 (configuration not stated)	-5	5	5	5	-4	-5	-6	9
N#Cc1cc2c(nc1SCc1ccccc1)CCCC2=O	1	32	1	17	-11	-14	-3	-8
COc1ccc(NC(=O)CSc2nc3ccccc3cc2Cc2ccccc2)cc1	-2	-5	-5	-7	-4	-15	12	2
Cc1nn(-c2ccccc2)c(Cl)c1C(=O)NCCN(C)C	3	4	-1	-10	-6	8	7	0
Cc1noc(C)c1CSc1nc2sc3c(c2c(=O)n1C)CCCC3	5	31	5	2	-7	-17	-6	9
C/C(CC(=O)Nc1ccc(C)cc1C)=N\NC(=O)C(C)C	1	-4	7	-9	-11	3	17	8
Cc1cc(C)cc(OCC(=O)OCC(=O)Nc2ccc(Cl)cn2)c1	-2	-2	-18	12	-5	-10	-10	-6
CCC(C)(C)n1nnnc1C(c1cc2cccc(C)c2[nH]c1=O)N1CCN(C(=O)c2ccco2)CC1 (configuration not stated)	-3	1	4	4	0	-24	-3	-2
Cc1ccc(-n2nnnc2SCC(=O)NC2CCS(=O)(=O)C2)c(C)c1 (configuration not stated)	-7	-8	-6	0	-1	-14	-9	10
COc1ccccc1CNC(=O)C1CCN(S(=O)(=O)c2ccc3c(c2)C(C)(C)C(=O)N3C)CC1	2	28	-1	4	8	4	5	3
